Source: PubChem BioAssay (National Center for Advancing Translational Sciences (NCATS))
EPAC1 antagonist: blocks human EPAC1 exchange factor | AID 720709 | Potency, µM (highest dose often 115 µM), without a hit: top-dose activity change, negative = inhibition, usual class: inhibitors | actives 0.14% (n = 360,000) | EPAC1 GEF assay, Rap1b-BODIPY-GDP exchange fluorescence;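 note: potency is the fitted concentration of half-maximal effect; plate controls were vehicle for no effect and positive control for full effect; nearly all actives have a fitted effect of over 50% in size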
PLK1 PBD inh: PLK1 (human) polo-box domain binding inhibition; AID 720504; actives 2.8% (n = 360,000); Potency, µM, inactives show max response, negative = inhibition, hits mostly inhibitors; Plk1 PBD binding of FITC phosphopeptide, fluorescence polarization; note: potency is the fitted concentration of half-maximal effect; series mostly up to about 57 µM; % is set by controls: 0 for no effect and ±100 for the full control effect; nearly all actives have a fitted effect of over 65% in size
EPAC2 antag: blocks human EPAC2 exchange factor; Q8WZA2; EPAC2 GEF exchange of Rap1B-BODIPY-GDP, fluorescence; Potency, µM (doses to about 114 µM), for the others: at the top dose activity, negative = inhibition, actives largely listed as inhibitors; actives 0.18% (n = 360,000); AID 720708; note: potency is the fitted concentration of half-maximal effect; % is set by controls: 0 for no effect and ±100 for the full control effect; nearly all actives have a fitted effect of over 45% in size; many of its hits are not listed in these tables
Target sequence (Q8WZA2 whole entry, looked up): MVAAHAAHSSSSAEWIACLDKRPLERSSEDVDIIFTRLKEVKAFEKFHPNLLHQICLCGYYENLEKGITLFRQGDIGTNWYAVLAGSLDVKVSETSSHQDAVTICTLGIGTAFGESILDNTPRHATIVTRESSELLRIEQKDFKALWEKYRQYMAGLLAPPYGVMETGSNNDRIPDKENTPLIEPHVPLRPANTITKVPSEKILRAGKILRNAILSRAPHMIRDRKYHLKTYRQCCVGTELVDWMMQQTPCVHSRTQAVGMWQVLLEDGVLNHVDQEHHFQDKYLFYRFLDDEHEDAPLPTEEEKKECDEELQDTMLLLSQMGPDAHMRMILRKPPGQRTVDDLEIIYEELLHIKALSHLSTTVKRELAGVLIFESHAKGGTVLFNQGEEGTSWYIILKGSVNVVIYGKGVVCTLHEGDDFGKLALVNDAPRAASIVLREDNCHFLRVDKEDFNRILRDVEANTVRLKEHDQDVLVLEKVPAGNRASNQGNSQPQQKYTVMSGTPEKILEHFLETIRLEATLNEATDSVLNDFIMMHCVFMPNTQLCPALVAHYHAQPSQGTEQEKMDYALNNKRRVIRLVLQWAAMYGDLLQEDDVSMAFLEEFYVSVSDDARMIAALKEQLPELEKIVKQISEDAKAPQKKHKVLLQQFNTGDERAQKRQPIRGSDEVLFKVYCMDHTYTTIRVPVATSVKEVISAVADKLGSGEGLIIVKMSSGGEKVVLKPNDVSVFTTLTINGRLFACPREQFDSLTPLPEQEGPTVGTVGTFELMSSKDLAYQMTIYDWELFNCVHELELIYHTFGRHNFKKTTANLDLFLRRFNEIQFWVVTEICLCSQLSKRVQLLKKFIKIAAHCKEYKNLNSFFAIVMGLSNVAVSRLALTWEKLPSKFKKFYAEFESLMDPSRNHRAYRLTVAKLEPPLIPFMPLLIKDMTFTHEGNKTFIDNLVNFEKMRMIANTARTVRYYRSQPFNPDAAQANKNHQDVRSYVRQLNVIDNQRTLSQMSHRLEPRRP
PI5P4K alpha inh: inhibitors of human PI5P4K alpha; P48426; PI5P4Kalpha enzyme, ADP-Glo luminescence, 60 min; active compounds read low; max response, %; actives 1.2% (n = 330,000); AID 652105; active = max response of -50% or lower; inconclusive = between -30% and -50%; inactive = -30% or higher; note: value at the top dose of about 77 µM; % is set by controls: 0 for no effect and ±100 for the full control effect
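Human PI5P4Kalpha with substrate in 0.038 M HEPES pH 7.4, 0.28 mM EGTA, 0.1% CHAPS, 5% DMSO; reaction started with 5 microM ATP (final), 60 min at room temperature. ADP formed read by ADP-Glo luminescence.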
EPAC1 agonist: agonists of human EPAC1; O95398; EPAC1 agonist qHTS, biochemical assay; response scale: 100% = response to 6.5 mM cAMP; Potency, µM (titrated, usually from 154 µM), inactives show at the highest dose activation, most hits filed as activators; actives 0.073% (n = 360,000); AID 720707; note: potency is the fitted concentration of half-maximal effect; nearly all actives have a fitted effect of over 60% in size
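Nucleotide exchange by EPAC1 (100 nM) on Rap1B–BODIPY-GDP (250 nM) in the presence of 50 uM GDP is tracked fluorescently at 480/540 nm over 30 min. Signals are normalized to a 6.5 mM cAMP control.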
Mm-Cpn inhibitor: blocks the Methanococcus maripaludis chaperonin Mm-Cpn; actives 0.031% (n = 330,000); Potency, µM (titrated, usually from 76.9 µM), for inactives: top-dose activity, negative = inhibition, usual class: inhibitors; AID 504842; purified Mm-Cpn ATPase, ADP Transcreener TR-FRET; note: potency is the fitted concentration of half-maximal effect; % is set by controls: 0 for no effect and ±100 for the full control effect; nearly all actives have a fitted effect of over 80% in size
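ATPase read-out: TR-FRET ADP immunoassay (anti-ADP Eu cryptate vs ADP-d2), ex 320 nm, em 590/665 nm; signal drops as ADP forms. Enzyme 25 nM, ATP 10 uM, 30 min at 37°C after 10 min compound preincubation.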
WRN helicase inh: blocks human WRN helicase; Q14191; WRN helicase unwinding, fluorescent forked duplex, kinetic; Potency, µM (series often up to 114 µM), for inactives: at the top dose activity change, negative = inhibition, actives largely listed as inhibitors; actives 0.46% (n = 360,000); AID 651768; note: potency is the fitted concentration of half-maximal effect; % is set by controls: 0 for no effect and ±100 for the full control effect; nearly all actives have a fitted effect of over 55% in size
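Kinetic fluorescence helicase assay: unwinding of a quenched forked DNA duplex (100 nM final) with 2 mM ATP final raises red fluorescence (525/598 nm). Compounds sat 15 min at room temperature with 20 nM WRN beforehand.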
CCT modulator: modulators of cytosolic chaperonin (CCT/TRiC) activity; purified chaperonin ATPase assay, HTRF ADP detection, 30 min; activity change, % (no concentration beside the values), hits read low; actives 0.3% (n = 360,000); in the data active = activity change below about -30%; note: % is set by controls: 0 for no effect and ±100 for the full control effect
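TRiC (40 or 20 nM final, by batch activity) in 30 mM Tris pH 7.4, 100 mM KCl, 5 mM MgCl2, 1 mM DTT was treated with compound at 76 uM single dose, then 10 uM ATP, 30 min at 37 °C. ADP was read by HTRF Transcreener.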
* marks the source's active call; other numbers are inactive results; u = inconclusive; x = not tested or not shown; [ ] = dose if it differs, or a comment. Unless noted, calls come from the whole dose curve; as a rule, active = well fitted curve in the direction sought with a large enough effect; inconclusive = small, poorly fitted or top-dose-only effect, or another doubt; inactive = no such curve, though single readings can be large; an effect the other way counts as inactive or inconclusive. This is a subset. The share of hits here may be higher or lower than overall.

Compound,EPAC1 antagonist,PLK1 PBD inh,EPAC2 antag,PI5P4K alpha inh,EPAC1 agonist,Mm-Cpn inhibitor,WRN helicase inh,CCT modulator
O=C1CC2(CCCC2)C(=O)N1CN1CCN(S(=O)(=O)c2ccc(F)cc2F)CC1,-3%,7%,-1%,4,7%,3%,-7%,1.0
CCNc1c(NC(=O)c2cccs2)c(=O)oc2ccccc12,-9%,-9%,16%,-15,-6%,-2%,-32%,-0.1
COc1ccc(NC(=O)CCNS(=O)(=O)c2cccc(C(C)=O)c2)cc1S(N)(=O)=O,1%,-7%,-1%,-12,3%,-1%,-6%,-4.3
O=C(Nc1ccccc1)OCCc1ccccc1,-11%,-11%,-19%,6,-9%,x,-6%,-2.2
CCOC(=O)N(C)c1c(CC)nc2c(OCc3cccc(Cl)c3)cccn12,-19%,3%,-9%,1,-1%,x,-1%,0.8
CCN(CC)S(=O)(=O)c1ccc(C(=O)N(c2ccccc2)C2C=CS(=O)(=O)C2)cc1 (stereo not given),-12%,-9%,-9%,-2,-1%,2%,6%,-1.4
O=C1C2C3c4ccccc4C(c4ccccc43)C2C(=O)N1c1ccncc1 (stereo not given),-21%,-7%,5%,0,4%,0%,-5%,1.1
CCC(NC(=O)NNC(=O)c1ccncc1)(C(F)(F)F)C(F)(F)F,2%,-5%,16%,7,-7%,0%,-11%,2.3
O=C(CN1C(=O)c2ccccc2S1(=O)=O)Nc1cccc(S(=O)(=O)N2CCOCC2)c1,-3%,6%,-8%,-3,-1%,0%,-2%,-2.4
Cc1ccc(-c2cc(-c3ccc4c(c3)OCO4)c(C#N)c(N)n2)o1,-1%,-24%,6%,x,9%,-4%,-1%,-1.3
O=C(CNC(=O)c1ccccc1)NCC(=O)OCc1ccc(Cl)cc1,5%,-2%,7%,0,-1%,-3%,3%,0.5
CCOc1ccc2nc(SC(CC)C(=O)Nc3cc(C)on3)sc2c1 (stereo not given),-4%,-7%,7%,8,-19%,-3%,5%,-3.2
CN(C(=O)C1CCCCC1)C1(C)CCS(=O)(=O)C1 (stereo not given),-7%,-1%,-11%,-4,-4%,-3%,-7%,1.5
Cc1nnc2ccc(-c3cccc(NC(=O)c4ccc(Br)o4)c3)nn12,-16%,-3%,1%,0,-5%,-2%,-11%,0.7
Cc1cc(C)cc(OCC(=O)NNC(=O)CN2C(=O)c3ccccc3C2=O)c1,-4%,-1%,-3%,0,-12%,0%,-12%,1.4
Cc1nnc(SCC(=O)Nc2nccs2)n1N,-10%,-13%,4%,-2,6%,3%,-4%,1.7
O=C(NCCN1CCOCC1)C1CCC(CNS(=O)(=O)c2ccc(Cl)cc2)CC1 (stereo not given),30%,-11%,19%,x,-1%,0%,-24%,0.6
O=C(NCCO)c1cc(-c2cc(C(=O)NCCO)c3ccccc3n2)nc2ccccc12,3%,-10%,12%,4,3%,-14%,2%,0.0
Cc1cc(NC(=O)c2cnn3cccnc23)n(-c2ccccc2)n1,-2%,-9%,4%,x,-2%,2%,-6%,-1.5
COc1cc(NC(=O)CN2C(=O)CN(C)C2=O)c(C)cc1[N+](=O)[O-],-9%,-7%,-5%,0,0%,-1%,1%,-0.8
O=C(NCCOc1ccccc1)c1ccccc1F,-4%,-5%,-9%,3,12%,x,4%,0.6
CC(C)CC(=O)Nc1ccc(C(=O)Cn2nc(C(=O)O)c3ccccc3c2=O)cc1,-6%,-1%,-4%,-9,-8%,2%,-7%,0.8
Cc1ccc(N=Cc2cc(C)n(C3CCCC3)c2C)cc1,-1%,-6%,0%,x,4%,-2%,-1%,-1.3
CCCC(=O)N1CCN(c2nc3ccc(CC)cc3s2)CC1,4%,-3%,2%,-8,-14%,0%,9%,-2.3
O=C(NCc1ccc2c(c1)OCO2)c1c(-c2ccsc2)sc2ccccc12,26%,-7%,3%,2,5%,-7%,4%,-26
COc1ccc(OC)c(NC(=O)CNC(=O)Cn2c(C)cc3ccccc3c2=O)c1,0%,-5%,6%,0,-4%,1%,3%,-0.1
Cc1cc(NC(=O)c2cc([N+](=O)[O-])ccc2Cl)no1,11%,-11%,-4%,-3,10%,-1%,u,1.2
O=S(=O)(NCc1ccccn1)c1ccc2c(c1)OCCO2,-7%,5%,-8%,-6,-1%,u,0%,2.0
CCS(=O)(=O)Nc1cccc(-c2cn3c(n2)SCC3)c1,-9%,u,-2%,-1,-9%,0%,-1%,-3.0
O=c1oc2ccccc2cc1-c1nc(-c2cccs2)cs1,205%[activator],11µM*,254%[activator],x,-245%[inhibitor],-2%,6%,-3.7
CCc1ccc(-c2nc(SCC(=O)N(C)C3CCS(=O)(=O)C3)n[nH]2)cc1 (stereo not given),6%,0%,1%,-5,-1%,1%,-4%,0.3
CC(C)Sc1nc2c(c(=O)n(C)c(=O)n2C)n1Cc1ccc(Cl)cc1,-19%,1%,11%,11,-4%,1%,-4%,1.0
O=C(CN(C(=O)CNS(=O)(=O)c1ccccc1)C1CCCC1)NCC1CCCO1 (stereo not given),0%,-6%,4%,-7,1%,-2%,-1%,-0.7
CC(C)N(C(=O)[C@H]1C[C@H](CC(=O)NCc2ccco2)C(=O)N2CCc3c([nH]c4ccc(Cl)cc34)[C@]12C)C(C)C,-28%,-6%,-13%,15,-13%,-3%,-7%,0.2
CCN1C[C@@H]2[C@@H]3C(=O)N(C)C(=O)[C@@H]3[C@](C)(C1=O)N2C(=O)c1ccc(Cl)c(Cl)c1,5%,-7%,-4%,-2,-11%,x,10%,-0.9
O=C(Cn1cc(C(F)(F)F)ccc1=O)NC(c1ccccc1)c1ccccc1,1%,0%,13%,8,-8%,-3%,-8%,0.1
CCOC(=O)C(=O)N/N=C/c1ccc(F)cc1,-4%,-2%,3%,-10,0%,0%,-7%,-1.6
Cc1ccc(S(=O)(=O)CCC(=O)OCc2ccc(S(=O)(=O)C(C)C)cc2)cc1,-7%,u,-13%,5,-4%,0%,-2%,-5.9
O=C(Cc1cccs1)Nc1ccccn1,-15%,-22%,17%,-21,9%,-2%,u,-0.8
COc1cccc(CN(CC(=O)NCC2CCCO2)C(=O)CCC(=O)Nc2cc(C)on2)c1 (stereo not given),-1%,-12%,3%,8,8%,-2%,9%,-2.2
COc1cccc(/C=N/NC(=O)c2nnn(-c3nonc3N)c2CN(C)c2ccccc2)c1,-10%,-12%,8%,2,10%,-1%,-3%,0.8
Cc1nccn1CC(=O)c1ccccc1,5%,1%,-2%,-4,-7%,x,-2%,-1.9
Cc1ccccc1C(=O)c1cccn1CC(=O)NCc1cccc(Cl)c1,16%,u,-9%,-4,-10%,-2%,1%,-1.1
O=C(Cn1cc(C(F)(F)F)ccc1=O)Nc1cc(S(=O)(=O)N2CCOCC2)ccc1Cl,-4%,-18%,11%,-2,2%,0%,9%,-3.8
O=C(O)c1cccc(COc2ccc3c(c2)CCC3)c1,-13%,-8%,3%,-9,7%,1%,1%[11.6 µM],-1.0
Cc1n[nH]c(C)c1CCCOc1ccccc1,10%,-2%,8%,-4,-3%,0%,17%,0.2
Cc1cc(C)nc(SCC(=O)NC(=O)c2ccccc2O)n1,2%,-2%,12%,4,6%,0%,-15%,0.7
O=C(Nc1nnc(C2CC2)s1)c1cc(S(=O)(=O)N2CCCCC2)ccc1N1CCOCC1,-3%,-9%,3%,-4,4%,0%,5%,1.0
O=C(CSc1ncccn1)Nc1ccc(N2CCOCC2)cc1,-1%,-5%,6%,0,0%,-1%,-21%[57.1 µM],-1.1
CCN(CC)c1ccc(/C=C/C(=O)C2C(=O)C=C(C)OC2=O)cc1 (stereo not given),23%,93%[activator],104%[activator],5,20%,0%,u,-0.3
O=C(O)c1ccccc1/C=N/NC(=O)c1cc(-c2ccco2)nc2ccccc12,u,u,3%,-94*,8%,-2%,u,-1.5
CC1CCCCN1CCNC(=O)CC1Oc2ccccc2NC1=O (stereo not given),2%,-6%,2%,4,-1%,0%,4%,-1.9
CSCC[C@H](NC(=O)[C@@H]1Cc2ccccc2CN1)C(=O)Nc1cccc(C)c1,-20%,-16%,5%,2,3%,1%,9%,-5.2
Cc1cc(C)c2c(=O)[nH]c(SCC(=O)Nc3ccccc3)nc2n1,5%,-6%,0%,-8,-3%,-1%,-13%,-1.7
COCCN1Cc2cccc(C(=O)Nc3cccnc3)c2C1=O,4%,-13%,-2%,6,3%,-1%,5%,-3.6
COc1cccc(C(=O)CSc2nnnn2C)c1,-28%,-3%,6%,2,0%,1%,1%,-1.9
COC(=O)Cn1c(CN2CCOCC2)nc2c1c(=O)n(C)c(=O)n2C,9%,0%,7%,-8,0%,-3%,6%,-0.1
CCN(CC)S(=O)(=O)c1ccc(NCc2ccccc2)nc1,-3%,3%,-4%,x,5%,0%,-10%,-0.8
CCCCN(C(=O)COC(=O)c1ccc(C)s1)c1c(N)n(CCC)c(=O)[nH]c1=O,5%,0%,16%,-7,-5%,2%,-9%,0.7
O=C(CNS(=O)(=O)c1ccccc1)OCC(=O)c1ccc(F)cc1,-10%,-14%,-11%,-2,-4%,-4%,-10%,1.9

(listing goes on)
Compound,EPAC1 antagonist,PLK1 PBD inh,EPAC2 antag,PI5P4K alpha inh,EPAC1 agonist,Mm-Cpn inhibitor,WRN helicase inh,CCT modulator
CCOc1cc(CNC(=O)CN2C(=O)c3ccccc3S2(=O)=O)ccc1OC,-1%,-7%,5%,6,2%,0%,-5%,-0.1
Cc1cccn2c(=O)c(/C=C(\C#N)C(=O)NCc3ccccc3)c(N3CCC(C(N)=O)CC3)nc12,18%,-12%,-8%,1,7%,-2%,-2%,-1.9
CN(C)CCNC(=O)Cn1ccc2cc(S(=O)(=O)N3CCCCCC3)ccc21,-19%,-17%,0%,-3,-7%,-2%,-5%,-1.9
CC(Oc1ccc(Br)cc1)C(=O)NCC(c1ccco1)N1CCCCC1 (stereo not given),-10%,3%,-2%,4,-9%,0%,2%,1.1
O=C(CSc1nnc(-c2ccncc2)n1-c1ccc(Cl)cc1)Nc1ccc(C(=O)O)cc1,-26%,-6%,7%,-20,-7%,3%,1%,-1.6
